# Growth percent in the NCI-60 one-dose screen (48 h, 10 µM unless noted): 100 = growth as untreated, 0 = no growth, -100 = all killed.
# RXF 393 – RXF 393 renal cancer cells | actives 6.9% (n = 77,000) | AID 1794773
# TK-10 – TK-10 renal cancer cells. actives 3.9% (n = 81,000)
# NCI-H460 – NCI-H460 lung cancer; actives 6.8% (n = 82,000)
# 786-0 – 786-0 renal cancer cells | actives 5.1% (n = 81,000) | AID 1794775
# UO-31 – UO-31 renal cancer | AID 1794768 | actives 5.2% (n = 81,000)
# ACHN – ACHN renal cancer. actives 4.9% (n = 81,000)
# NCI-H522 – NCI-H522 lung cancer | actives 8% (n = 78,000)
# NCI-H322M – NCI-H322M lung cancer; AID 1794733; actives 2.7% (n = 80,000)
# CAKI-1 – CAKI-1 renal cancer; actives 4.7% (n = 75,000)
# An asterisk follows results filed as active; x = no result given; & = joins results of further samples; [ ] = remark or other dose. The calls were made as follows: active = growth percent below 10; inactive = the rest.
SMILES,RXF 393,TK-10,NCI-H460,786-0,UO-31,ACHN,NCI-H522,NCI-H322M,CAKI-1
Cc1ccccc1-c1nc(C(Cl)Cl)nc2cc(-c3ccccc3)nn12,3.5*,65,82,94,57,41,83,86,45
COc1ccc(/C(C)=N/NC(=O)CSc2nc(-c3cnccn3)cc(-c3cccs3)c2C#N)cc1,120,114,105,106,93,102,102,104,91
CC(=O)c1ccc2c(c1)Nc1ccccc1S2,111,97,109,95,82,95,83,132,111
O=C(/C=C/c1ccc(Cl)cc1)c1ccc(Br)cc1,114,81,109,81,90,104,83,91,101
COc1cc(CNS(=O)(=O)c2ccc(C)cc2)ccc1OCc1cn(-c2ccc(Br)cc2)nn1,97,112,110,109,69,98,92,101,92
CC(=O)Oc1ccc(C)cc1,110&108,104&116,104&115,97&109,98&87,106&94,96&98,122&101,110&100
Cc1ccc(C(=O)Nc2ccc(C(=O)NC(=S)Nc3ccc(C(=O)O)cc3)cc2)cc1,72[100 µM],70[100 µM],79[100 µM],81[100 µM],50[100 µM],88[100 µM],50[100 µM],82[100 µM],70[100 µM]
CCCCCCCCCCCCCCCCCC(=O)NCO,100,98,105,96,86,105,99,105,101
CSc1ncnc2c1ncn2C1CCCCO1 (stereo not drawn),113,126,108,104,100,106,100,133,85
COC(=O)[C@]1(CCSC)N[C@H](c2cn(-c3ccccc3)nc2C)[C@@H]2C(=O)N(c3ccc(Cl)cc3)C(=O)[C@@H]21,129,101,102,97,75,103,72,104,87
COC(=O)C1=Nc2ccc(F)cc2/C1=C\c1sc(=O)[nH]c1O,75,146,93,69,39,82,76,97,56
NCC(=O)OC(c1ccccc1)(c1ccccc1)c1ccccc1,102,99,107,102,87,108,x,96,101
CC(=O)c1ccc(Nc2nc(SCC(C)C)nc(-c3ccc(F)cc3)c2C#N)cc1,118,123,109,105,115,104,103,116,115
CCOC(=O)CC(C)C(C(=O)OCC)C(=O)OCC (stereo not drawn),x,x,106,100,99,110,96,116,101
O=[N+]([O-])c1ccc(Sc2ncccn2)c([N+](=O)[O-])c1,-39*,54,95,61,1.1*,28,-50*,98,x
O=C(Nc1ccc(Oc2ccc(F)cc2)c(Cl)c1)c1ccnnc1,112,82,95,86,60,88,79,93,77
O=c1nc2n(CCO)c3ccccc3cc-2c(=O)[nH]1,92,96,96,103,79,97,104,115,90
COC(=O)[C@H](Cc1cn(C)cn1)NC(=O)[C@@H](NC(=O)Nc1cc(C(F)(F)F)cc(C(F)(F)F)c1)C(C)C,-83*[100 µM],-99*[100 µM],-46*[100 µM],-91*[100 µM],-95*[100 µM],-98*[100 µM],x,-90*[100 µM],-91*[100 µM]
COc1ccccc1NC(=O)C(N=Nc1ccc(S(=O)(=O)Nc2nccs2)cc1)C(C)=O (stereo not drawn),100,112,99,99,81,105,81,82,96
CCOC(=O)C1=C(SC)N=C2C(c3nc4ccccc4s3)=Cc3cc(Br)ccc3N2N=C1N,110,147,95,104,62,87,85,101,93
O=[N+]([O-])c1cc(S(=O)(=O)Nc2ccccc2)ccc1Cl,114,99,108,100,77,94,74,91,77
O=C(/C(=C/c1ccco1)Cc1nc2ccccc2[nH]1)c1nc2ccccc2[nH]1,105,98,109,108,79,96,90,109,106
Cn1cc(C2=C(c3coc4cc(Br)ccc34)C(=O)NC2=O)c2ccccc21,66,101,99,84,53,88,72,82,50
CC(=C\c1ccccc1)/C=C1/NC(=O)NC1=O,105,102,105,89,113,109,96,103,101

# Given with values under each structure: part of the list above
# Order of values – RXF 393	TK-10	NCI-H460	786-0	UO-31	ACHN	NCI-H522	NCI-H322M	CAKI-1
COC(=O)[C@H](Cc1cn(C)cn1)NC(=O)[C@@H](NC(=O)Nc1cc(C(F)(F)F)cc(C(F)(F)F)c1)C(C)C
 : -83*[100 µM]	-99*[100 µM]	-46*[100 µM]	-91*[100 µM]	-95*[100 µM]	-98*[100 µM]	x	-90*[100 µM]	-91*[100 µM]
COc1ccccc1NC(=O)C(N=Nc1ccc(S(=O)(=O)Nc2nccs2)cc1)C(C)=O (stereo not drawn)
 : 100	112	99	99	81	105	81	82	96
CCOC(=O)C1=C(SC)N=C2C(c3nc4ccccc4s3)=Cc3cc(Br)ccc3N2N=C1N
 : 110	147	95	104	62	87	85	101	93
O=[N+]([O-])c1cc(S(=O)(=O)Nc2ccccc2)ccc1Cl
 : 114	99	108	100	77	94	74	91	77
O=C(/C(=C/c1ccco1)Cc1nc2ccccc2[nH]1)c1nc2ccccc2[nH]1
 : 105	98	109	108	79	96	90	109	106
Cn1cc(C2=C(c3coc4cc(Br)ccc34)C(=O)NC2=O)c2ccccc21
 : 66	101	99	84	53	88	72	82	50
CC(=C\c1ccccc1)/C=C1/NC(=O)NC1=O
 : 105	102	105	89	113	109	96	103	101

# Shown with each value named: part of the list above.
> CC(=C\c1ccccc1)/C=C1/NC(=O)NC1=O
  RXF 393 = 105 | TK-10 = 102 | NCI-H460 = 105 | 786-0 = 89 | UO-31 = 113 | ACHN = 109 | NCI-H522 = 96 | NCI-H322M = 103 | CAKI-1 = 101
> Cn1cc(C2=C(c3coc4cc(Br)ccc34)C(=O)NC2=O)c2ccccc21
  RXF 393 = 66 | TK-10 = 101 | NCI-H460 = 99 | 786-0 = 84 | UO-31 = 53 | ACHN = 88 | NCI-H522 = 72 | NCI-H322M = 82 | CAKI-1 = 50

# Further records.
SMILES,RXF 393,TK-10,NCI-H460,786-0,UO-31,ACHN,NCI-H522,NCI-H322M,CAKI-1
COc1ccc2c(C3(c4c[nH]c5cc(OC)ccc45)C(=O)Nc4ccc(Cl)cc43)c[nH]c2c1,107,142,70,113,52,85,78,89,87
N#CCCP(=O)(O)CCC#N,110,93,106,101,x,105,94,99,91
COC(=O)[C@]12CCC(C)(C)C[C@@H]1[C@H]1/C(=N/OCCC#N)C[C@@H]3[C@@]4(C)CC[C@H](OC(C)=O)C(C)(C)[C@@H]4CC[C@@]3(C)[C@]1(C)CC2,57[100 µM],82[100 µM],18[100 µM],62[100 µM],56[100 µM],39[100 µM],56[100 µM],80[100 µM],32[100 µM]
C/C(=N\NC(=O)Cn1c(-c2ccc(S(C)(=O)=O)cc2)nc2ccccc21)c1ccccc1,101,109,99,108,80,91,82,110,94
O=C(Cn1cc(CN2C(=O)c3ccccc3S2(=O)=O)nn1)Nc1ccc(Br)cn1,109,97,115,97,88,97,83,91,95
CCOC(=O)CCCCN1C(=O)S/C(=C\c2ccc(F)cc2)C1=O,107,103,105,100,87,101,97,103,82
CCCCNc1nnc2n(Cc3ccccc3)c(=O)c3c4c(sc3n12)CCCC4,63,59,23,48,34,41,33,69,43
NC1=NC(c2cccc([N+](=O)[O-])c2)c2sc3ccc(Cl)cc3c2N1 (stereo not drawn),111,120,95,102,62,91,85,95,77
COc1ccc(CCNC(=O)c2onc(-c3ccccc3)c2-c2cc(OC)c3c(c2OC)OCO3)cc1OC,97,108,103,94,67,87,77,93,64
COc1cc2nc(Cc3ccc(C#N)cc3)[nH]c(=O)c2cc1OC,95,106,111,x,92,93,x,100,101
COc1ccc(-c2nc3sccn3c2-c2ccnc(S(C)(=O)=O)n2)cc1,97,117,89,99,-82*,74,27,55,-69*
CC1(C)Oc2cc3oc(=O)ccc3cc2C[C@@H]1OCCOS(=O)(=O)c1ccc([N+](=O)[O-])cc1,98,103,102,97,84,97,82,101,89
CC(=O)Nc1cc(C(C)=O)n(CCc2c[nH]c3ccc(O)cc23)c1,122,127,109,104,93,97,56,100,90
O=C(NC1CCc2c1ccc(Cl)c2Cl)c1cc2c([nH]c1=O)CCCC2 (stereo not drawn),94[50 µM],117[50 µM],100[50 µM],91[50 µM],79[50 µM],95[50 µM],86[50 µM],95[50 µM],78[50 µM]
COc1ccc(-c2nc3sc(C)nn3c2-c2nc3ccc(C)cc3[nH]2)cc1,111,113,110,104,84,98,95,118,95
COc1cccc(-c2nc3occn3c2-c2ccnc(NCCNS(=O)(=O)c3ccc(F)cc3)n2)c1,92,109,83,89,57,71,73,103,79
O=C(Nc1cccc(Cl)c1)Oc1c(Cl)c(Cl)c(Cl)c(Cl)c1Cl,117,125,101,98,72,96,84,109,88
COC(=O)c1cc(I)ccc1O,112,107,111,105,81,99,98,103,101
O=C1CN(CCN2CC(=O)N(Cc3ccccc3)C(=O)C2)CC(=O)N1Cc1ccccc1,108,111,100,110,76,106,99,104,93
COc1ccc(C2CC(c3ccc4ccccc4c3)=NN2c2nc(O)c(C3=c4cc(OC)ccc4=NC3=O)s2)cc1 (stereo not drawn),-66*,-71*,-40*,-73*,-77*,-51*,-74*,-17*,-60*
CCN1CCN(C(=S)SCC(=O)Nc2nc3ccc(C)cc3s2)CC1,108,111,113,118,61,103,29,103,87
Cc1cc(O)c2c(c1)C1OC(=O)CCCCCCN1C1=C2C(=O)c2cccc(OC3CC(O)C(O)C(C)O3)c2C1=O (stereo not drawn),x,110,110,97,100,99,72,107,98
O=C(NCc1ccccc1)C(c1ccc(O)cc1)N(C(=O)CCc1ccc(O)cc1)C1CC1 (stereo not drawn),96,98,104,99,81,100,82,97,93
COc1ccc(C2=NN(C(C)=O)C(c3cn(-c4cccc(Cl)c4)nc3-c3ccc(OC)cc3)C2)cc1 (stereo not drawn),96,122,100,103,82,99,87,83,100
O=C(OCC(COC(=O)c1ccccc1)(COC(=O)c1ccccc1)[N+](=O)[O-])c1ccccc1,107,x,112,105,83,104,x,99,92
COc1ccc2[nH]c(=O)cc(-n3ncc(C(C)=O)c3C)c2c1,129,114,103,98,66,100,92,93,84
CCNC(=S)n1nc(-c2cccc(Cl)c2)nc1N,106,101,x,102,85,105,88,102,x
CCC(=O)OC1C(OC2C(C)C(OC3CC(C)(OC)C(O)C(C)O3)C(C)C(=O)OC(CC)C(C)(O)C(O)C(C)C(=O)C(C)CC2(C)O)OC(C)CC1N(C)C (stereo not drawn),107,107,114,101,65,95,116,100,100
C/C=C(\Br)C(=O)N1CCCCC1,104,127,101,100,92,104,121,x,93
NC1(c2ccc(-c3ccc4ncnc(NCc5ccccc5)c4c3)cn2)COC1,101&103,108&108,112&106,104&115,85&100,109&102,105&109,97&109,103&95
CNC(=O)c1cccn1C,115,117,106,108,93,113,104,112,101
C=C(C)[C@@H]1CC[C@]2(C(=O)N[C@H](CO)Cc3ccccc3)CC[C@]3(C)[C@H](CC[C@@H]4[C@@]5(C)CCCNC(C)(C)[C@@H]5CC[C@]43C)[C@@H]12,-91*,-95*,-86*,-91*,-93*,-96*,-79*,-86*,-94*
Clc1ccc(C2=NN3C(C2)c2ccccc2OC3c2ccc3noc(-c4ccccc4)c3c2)cc1 (stereo not drawn),102,133,104,101,68,101,94,94,85
CCN(CC)Cc1cc(Nc2ccnc3cc(Cl)ccc23)ccc1O,97,108,97,97,87,100,91,90,88
Cc1nc(-c2cc3ccccc3c(=O)o2)cs1,115,164,99,100,73,102,82,103,93
CC(C)C(=O)N1CCN(Cc2csc(Nc3ccc(C[C@@H](NC(=O)Cc4ccccc4)C(N)=O)cc3)n2)CC1,110,106,101,97,95,99,94,113,95
COc1ccc(S(=O)(=O)Nc2cc(/C=C\c3cc(OC)c(OC)c(OC)c3)ccc2OC)cc1,16,40,5.3*,19,25,19,-28*,24,26
O=C(CSc1nnc(-c2ccc(Cl)cc2)n1-c1ccccc1)Nc1cccc(F)c1,26,-15*,17,1.0*,-15*,-32*,52,37,14
O=C(Nc1nc(-c2ccccc2)cs1)c1ccc(Cc2n[nH]c(=O)c3cccnc23)cc1,104,113,102,100,62,97,95,x,73
Cc1ccc(-c2nc(N3CCN(C(=O)Nc4ccccc4)CC3)c3ccccc3n2)cc1,79,102,84,95,68,93,75,73,83

# High-throughput results: PubChem BioAssay, NCI
